Screens from PubChem BioAssay.
TRPC6 inh: mouse TRPC6 channel inhibitors, primary screen, cell-based, HEK293, membrane potential dye | Short transient receptor potential channel 6 (Mus musculus), Q61143 | ACh-evoked depolarization; stronger effect = lower value | B-score at 10 µM | 310,000 tested, 1.1% active | AID 2553, 2010;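 active = B-score under library mean minus 3 SD, initial fluorescence not abnormally high, positive integrated signal ratio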;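 also: B-score derived from integrated fluorescence ratio over the kinetic read; more negative B-score means stronger inhibition of depolarization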
RGS4 block: RGS4 inhibitors, primary screen, cell-based, HEK293 M3R inducible RGS4, calcium flux | Regulator of G-protein signaling 4 (Homo sapiens), P49798 | Fluo-4 calcium flux; stronger effect = higher value; triggered by carbachol at its EC20 | B-score at 10 µM | 310,000 tested, 0.45% active;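 active = B-score, a plate-corrected calcium signal, over three deviations above library mean, with baseline fluorescence within five deviations of library mean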;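 also: RGS4 expression induced by doxycycline in cells with stable M3 receptor; B-score is computed from the integrated fluorescence ratio over baseline after carbachol; higher B-score means a larger calcium signal and so more RGS4 inhibition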
Target sequence (P49798 whole entry, looked up): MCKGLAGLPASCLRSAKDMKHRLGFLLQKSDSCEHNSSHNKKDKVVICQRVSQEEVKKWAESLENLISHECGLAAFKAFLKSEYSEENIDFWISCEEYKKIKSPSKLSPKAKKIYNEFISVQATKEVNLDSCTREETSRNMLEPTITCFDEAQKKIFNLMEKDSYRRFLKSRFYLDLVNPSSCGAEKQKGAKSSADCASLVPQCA
RGS4 act: RGS4 potentiators or activators, primary screen, cell-based, HEK293 M3R inducible RGS4, calcium flux | carbachol calcium flux Fluo4; stronger effect = lower value | B-score at 10 µM | 310,000 tested, 0.92% active | AID 463111, 2010;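 active = B-score of the integrated calcium signal more than 4 SD below the library mean, with starting fluorescence not abnormally high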;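 also: negative B-score means reduced calcium response which marks RGS4 activation or potentiation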
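Reagent: ECmax carbachol challenge; Test system: M3R-expressing HEK293 line, RGS4 induced by doxycycline; Schedule: overnight RGS4 induction, 30 min dye load 37 °C, 20 min compound RT; Detection: calcium dye Fluo4 fluorescence; Read-out: Agonist-evoked peak-minus-minimum fluorescence over baseline, integrated ratio, B score.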
MrgX1 agonist: agonists of human MrgX1 receptor, primary screen, HEK293 cells, Fluo-4 calcium flux; Mas-related G-protein coupled receptor member X1 (Homo sapiens), Q96LB2; Fluo-4 calcium fluorescence, agonist mode; stronger effect = higher value; B-score at 10 µM; 310,000 tested, 0.44% active;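 active = calcium response B-score plate-corrected fluorescence ratio at least 3 library SD, with starting fluorescence B-score inside 5 SD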
Target sequence (Q96LB2 whole entry, looked up): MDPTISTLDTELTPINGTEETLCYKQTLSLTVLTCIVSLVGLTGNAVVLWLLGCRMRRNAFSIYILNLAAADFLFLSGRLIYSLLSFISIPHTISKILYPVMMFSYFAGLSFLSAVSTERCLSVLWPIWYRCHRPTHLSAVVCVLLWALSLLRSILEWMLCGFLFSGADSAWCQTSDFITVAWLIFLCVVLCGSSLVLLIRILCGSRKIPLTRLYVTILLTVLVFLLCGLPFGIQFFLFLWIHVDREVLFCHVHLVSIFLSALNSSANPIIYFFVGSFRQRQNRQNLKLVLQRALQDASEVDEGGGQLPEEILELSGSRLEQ
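Test system: HEK293 cells stably expressing human MrgX1 receptor; Input: fifteen thousand cells per well; Dosing: compound delivered in addition one of three; Schedule: overnight seeding, then 1 h dark dye loading; Technique: Fluo-4 NW calcium fluorescence; Measure: B-scored fluorescence response ratio; Controls: positive and negative controls per plate.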
HIF act: HIF pathway transcriptional activators, primary screen, cell-based, U2OS HRE-luciferase, luminescence; U2OS HRE-luciferase reporter; normalized: DMSO 0%, desferrioxamine 100%; activation, % at 7.5 µM (by protocol); 300,000 tested, 0.32% active; AID 1910, 2009;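 active = mean activation of at least 10% of the iron chelator positive control signal, with at least half of replicates also reaching 10%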
TRPC4 block: inhibitors of mouse TRPC4 channel, primary screen, Fluo4 calcium, HEK293 TRPC4beta/mu-opioid cells; Short transient receptor potential channel 4 (Mus musculus), Q9QUQ5; B-score at 10 µM; DAMGO-evoked Fluo4 calcium flux; stronger effect = lower value; 300,000 tested, 0.39% active; AID 2247, 2010;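 active = B-score over 3 SD under the library average, no early fluorescence shift, positive overall ratio signal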
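Assay system: HEK293 cells with stable TRPC4beta plus mu-opioid receptor expression. Dosing: single dose. Measured by: Fluo4 Ca2+ flux fluorescence. Also added: DAMGO in two steps, submaximal then maximal. Read-out: B score from integrated Fluo4 fluorescence ratio.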
TRPC6 activator: mouse TRPC6 channel activators, primary screen, cell-based, HEK293, membrane potential dye; Short transient receptor potential channel 6 (Mus musculus), Q61143; HEK293-TRPC6 membrane potential dye fluorescence; stronger effect = higher value; B-score at 10 µM; 310,000 tested, 0.13% active;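 active = B-score of the integrated fluorescence ratio above library mean plus 3 SD, and starting fluorescence ratio within library mean plus 5 SD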;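 also: higher score means more depolarization so channel activation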
MrgX1 allo act: positive allosteric modulators of MrgX1, primary screen, HEK293 cells, Fluo-4 calcium flux; Mas-related G-protein coupled receptor member X1 (Homo sapiens), Q96LB2; FDSS; stronger effect = higher value; B-score at 10 µM; 310,000 tested, 0.63% active; AID 588675, 2011;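 active = plate-corrected calcium response at least 3 library SD above typical, normal starting fluorescence, not activating the receptor alone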;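 also: compound read alongside a low EC10 to EC30 dose of BAM8-22 agonist; peak minus trough fluorescence over baseline measured at the second addition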
SKKanGAS inh: S. pyogenes SKKanGAS growth inhibitors in kanamycin, primary screen, streptokinase expression inhibitor project, SKKanGAS strain, BacTiter-Glo luminescence; 300,000 tested, 1.3% active; inhibition, % at 7.5 µM; AID 1662, 2009; 6 h;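 active = mean replicate score, as percent of positive control median, at least 50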;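 also: strain carries kanamycin resistance gene driven by streptokinase promoter and grows in 40 µg/ml kanamycin; loss of luminescence reflects streptokinase promoter inhibition or plain growth inhibition; 0% = median of DMSO wells and 100% = positive control at its reference dose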
MrgX1 antagonist: antagonists of human MrgX1 receptor, primary screen, HEK293 cells, Fluo-4 calcium flux; BAM8-22 antagonism; stronger effect = lower value; 310,000 tested, 1.3% active; B-score at 10 µM;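 active = calcium-response B-score plate-corrected more than 3 library SD below zero, starting fluorescence within 5 deviations, no agonist response on first addition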;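 also: peak minus trough fluorescence over baseline after final BAM8-22 challenge near maximal dose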
Platelet DG rel: inhibitors of platelet dense granule secretion, primary screen, cell-based, MLPCN, human platelets | human platelet-rich plasma, SFLLRN dense granule ATP release, luminescence | inhibition, %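 (compounds screened at 7.5 µM in platelet-rich plasma)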 | 300,000 tested, 0.22% active | AID 1663, 2009;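 active = mean replicate score, as percent of positive control, at or above 50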
* hit, by the source's call; i = inactive; x = not tested or not shown. Outcome played no part in choosing rows. About 6.1% of those tested had a hit in this group.

SMILES	TRPC6 inh	RGS4 block	RGS4 act	MrgX1 agonist	HIF act	TRPC4 block	TRPC6 activator	MrgX1 allo act	SKKanGAS inh	MrgX1 antagonist	Platelet DG rel
Cc1ccccc1-c1nc(CS(=O)CC(=O)NC2CCCCC2)c(C)o1 (centres undefined)	i	i	i	i	0.5	i	i	i	1.0	i	-5.8
Cc1ccc(-c2c(C)n([O-])c3c([n+]2=O)CCCCC3)cc1	i	i	i	i	0.0	i	i	i	-2.0	i	-2.0
C=CCN(C(=O)Cn1c(C(=O)OC)cc2oc(C)cc21)c1ccccc1	i	i	i	i	-0.3	i	i	i	-6.6	i	-7.1
CN(C)C(CNC(=O)c1ccc(C(=O)c2ccccc2)cc1)c1ccccc1 (centres undefined)	i	i	i	i	-1.8	i	i	i	-3.0	i	4.6
Cc1nc(NCc2ccco2)[nH]c(=O)c1CCC(C)C	i	i	i	i	-0.4	i	i	i	2.6	i	-2.4
O=C(CSc1nc2ccccc2[nH]1)NCCCn1ccnc1	i	i	i	i	0.3	i	i	i	-6.7	i	-6.7
O=C(O)/C=C/c1cccc(OCc2ccccc2)c1	i	i	i	i	0.0	i	i	i	5.9	i	-2.7
CCN(Cc1ccccc1)C(c1cc2ccc(C)cc2[nH]c1=O)c1nnnn1CCOC (centres undefined)	i	i	i	i	0.0	i	i	i	-0.1	i	0.7
CCCc1cc2c(=O)c(-c3ccccn3)coc2cc1OC	i	i	i	i	3.0	i	i	i	0.4	i	-5.2
O=c1[nH]c2ccccc2cc1-c1noc(-c2cccnc2)n1	i	i	i	i	0.2	i	i	i	-15.6	i	-5.3
O=C(NCC(=O)N1CCN(S(=O)(=O)c2ccccc2F)CC1)c1ccc(Br)o1	i	i	i	i	0.2	i	i	i	-2.3	i	-1.3
O=C(CSc1nc(-c2cccs2)cc(C(F)(F)F)n1)Nc1cc(OCC(F)(F)C(F)F)cc([N+](=O)[O-])c1	i	i	i	i	0.0	i	i	i	2.3	i	3.3
Cc1cc2oc(=O)cc(CN3CCCCC3C)c2cc1Cl (centres undefined)	i	i	i	i	-0.5	i	i	i	1.4	i	1.7
CCCCc1nc2c(=O)[nH]c3ccccc3c2o1	i	i	i	i	1.5	i	i	i	-4.2	i	-3.7
O=C(CN1CCOCC1)Nc1nc2cc([N+](=O)[O-])ccc2s1	i	i	i	i	-0.2	i	i	i	0.3	i	-1.9
CC(=O)c1ccc(OC(C)c2nc3ccccc3s2)cc1 (centres undefined)	i	i	i	i	3.4	i	i	i	0.1	i	-0.6
CCc1ccc(N(C(=O)c2csnn2)C(C(=O)NC(C)(C)C)c2ccncc2)cc1 (centres undefined)	i	i	i	i	1.1	i	i	i	-4.6	i	4.6
CC1(C)CC(=O)C=C(Nc2cccc(O)c2)C1	i	i	i	i	-0.1	i	i	i	3.1	i	-2.1
O=C(C(=O)N1CCOCC1)c1cn(CCOc2ccccc2)c2ccccc12	i	i	i	i	0.1	i	i	i	0.0	i	-17.5
Cc1ccc2c(c1)N(CC(=O)NC1CCC(C)CC1)C(=O)c1cccnc1O2 (centres undefined)	i	i	i	i	0.0	i	i	i	8.6	i	3.7
CC1(C)C/C(=N/Nc2ccc([N+](=O)[O-])cc2[N+](=O)[O-])C(C)(C)O1	i	i	i	i	0.3	i	i	i	-4.4	i	-8.5
COc1cc(/C=C/C(=O)OCC(=O)c2c(N)n(C)c(=O)n(C)c2=O)ccc1O	i	i	i	i	0.1	i	i	i	58.3*	i	-3.8
CC(=O)c1c(C)[nH]c(C(=O)OCC(=O)N(C)C)c1C	i	i	i	i	-0.1	i	i	i	-1.9	i	-7.9
Cc1cc2nnn(-c3nnc(-c4ccccc4)c4ccccc34)c2cc1C	i	i	i	i	0.7	i	i	i	-5.3	i	-0.2
CC1(C(=O)Nc2nc3ccc(S(C)(=O)=O)cc3s2)CC1(Cl)Cl (centres undefined)	i	i	i	i	0.9	i	i	i	-3.1	i	0.7
(more compounds)
SMILES	TRPC6 inh	RGS4 block	RGS4 act	MrgX1 agonist	HIF act	TRPC4 block	TRPC6 activator	MrgX1 allo act	SKKanGAS inh	MrgX1 antagonist	Platelet DG rel
CC(NC(=O)COC(=O)c1cc(=O)[nH]c2ccccc12)c1ccccc1 (centres undefined)	i	i	i	i	-0.3	i	i	i	-2.3	i	1.1
COc1cccc(C2Nc3cc(Cl)c(S(N)(=O)=O)cc3S(=O)(=O)N2)c1 (centres undefined)	i	i	i	i	0.6	i	i	i	-1.4	i	0.9
O=C(NCc1ccco1)/C(=C/c1cccc(C(F)(F)F)c1)c1nc2ccccc2[nH]1	i	i	i	i	1.3	i	i	i	19.1	i	12.2
COc1ccccc1NC(=O)CSc1nc2ccccc2c(=O)n1CC1CCCO1 (centres undefined)	i	i	i	i	0.1	i	i	i	3.3	i	-0.9
CCC(=O)NC(=S)Nc1ccc(-c2nc3ccccc3s2)cc1	i	i	i	i	2.2	i	i	i	-2.9	i	8.3
COc1ccc(CCN2CNc3c(c(=O)n(C)c(=O)n3C)C2)cc1OC	i	i	i	i	-0.3	i	i	i	11.5	i	-3.6
Cc1cc(C(F)(F)F)nc(-n2cc(-c3ccccc3)nn2)n1	i	i	i	i	-0.4	i	i	i	-0.8	i	2.4
c1ccc(-c2c(-c3ccccc3)n(Cc3ccco3)c3ncnc(NCCCn4ccnc4)c23)cc1	i	i	-8.49*	i	0.2	i	i	i	35.6	i	-3.8
COc1ccc(CCn2c(C)c(C(C)=O)c3cc(OC(=O)c4ccco4)ccc32)cc1OC	i	i	i	i	-2.1	i	i	i	-2.5	i	-6.6
COc1ccc(CN2CCN(C3CCSCC3)CC2CCO)c(C)c1C (centres undefined)	i	i	i	i	-0.3	i	i	i	-5.5	i	8.5
CN(Cc1ccc(OCC(O)CN2CCCCC2)cc1)Cc1ccnc2ccccc12 (centres undefined)	i	i	i	x	-1.0	i	i	x	-17.5	x	2.7
Cc1ccn(-c2cccc(-n3ccc(C)n3)n2)n1	i	i	i	i	2.6	i	i	i	-15.9	i	12.1
O=C(Oc1ccc(Cl)cc1)N1CCCCC1	i	i	i	i	2.4	i	i	i	-7.8	i	0.4
Cc1ccc(C(=O)CC(=O)c2ccccc2)cc1	i	i	i	i	3.9	i	i	i	52.7*	i	0.8
COc1ccccc1C(=O)NCC(C)(C)CN=C1NS(=O)(=O)c2ccccc21	i	i	i	i	-0.4	i	i	i	-1.8	i	2.3
COc1ccc(N(CC(=O)NC2CCCC2)C(=O)c2csnn2)cc1	i	i	i	i	0.6	i	i	i	4.1	i	1.4
CCOC(=O)C1=C(CN2CCSCC2)NC(=O)NC1c1cccc([N+](=O)[O-])c1 (centres undefined)	i	i	i	i	-0.2	i	i	i	4.1	i	1.6
COCCNC(=O)/C(C#N)=C/c1ccc(OCC(=O)NC2CCCCC2)cc1	i	i	i	i	0.1	i	i	i	-3.0	i	0.2
O=S1(=O)CCN2C(c3ccc4c(c3)CCCC4)=CSC2=N1	i	i	i	i	0.0	i	i	i	-2.0	i	-1.4
CCOc1ccc(OCc2cccc(C(=O)N(CC)CC)c2)cc1	i	i	i	i	-0.9	i	i	i	3.1	i	1.0
CC(C)OC(=O)c1ccc(N2CCN(c3ccc(F)cc3)CC2)nc1	i	i	i	i	-1.3	i	i	i	-0.3	i	-1.1
Cc1ccc(NC(=O)c2ccc(S(=O)(=O)NCc3cccnc3)cc2)cc1C	i	i	i	i	0.0	i	i	i	20.9	i	0.3
CCC(=O)N1CCN=C1SCc1ccccc1	i	i	i	i	0.1	i	i	i	-1.2	i	-0.1
CCCCn1c(=O)nc2n(-c3ccc(OC)cc3)c3ccccc3cc-2c1=O	i	i	i	i	0.3	i	i	i	2.6	i	2.4
Cc1ccc2nc(C)c3c(c2c1)N(c1ccc(F)cc1)CC3	-9.56*	i	i	i	-0.9	-6*	i	i	-2.1	i	14.2
COc1ccc(Cl)cc1S(=O)(=O)N1CCC(C(=O)NCCC2=CCCCC2)CC1	i	i	i	i	0.0	i	i	i	-13.2	i	18.4
Cc1cccc(NC(=O)CCNS(=O)(=O)c2ccc3[nH]c(=O)oc3c2)c1	i	i	i	i	0.4	i	i	i	-1.4	i	3.7
C=CCNC(=O)C12CC3(C)CC(C)(CC(C)(C3)C1)C2	i	i	i	i	-0.1	i	i	i	-3.0	i	2.5

Shown with each value named: 3 of the compounds above
COc1ccc(CCN2CNc3c(c(=O)n(C)c(=O)n3C)C2)cc1OC
- TRPC6 inh: i
- RGS4 block: i
- RGS4 act: i
- MrgX1 agonist: i
- HIF act: -0.3
- TRPC4 block: i
- TRPC6 activator: i
- MrgX1 allo act: i
- SKKanGAS inh: 11.5
- MrgX1 antagonist: i
- Platelet DG rel: -3.6
Cc1cc(C(F)(F)F)nc(-n2cc(-c3ccccc3)nn2)n1
- TRPC6 inh: i
- RGS4 block: i
- RGS4 act: i
- MrgX1 agonist: i
- HIF act: -0.4
- TRPC4 block: i
- TRPC6 activator: i
- MrgX1 allo act: i
- SKKanGAS inh: -0.8
- MrgX1 antagonist: i
- Platelet DG rel: 2.4
c1ccc(-c2c(-c3ccccc3)n(Cc3ccco3)c3ncnc(NCCCn4ccnc4)c23)cc1
- TRPC6 inh: i
- RGS4 block: i
- RGS4 act: -8.49*
- MrgX1 agonist: i
- HIF act: 0.2
- TRPC4 block: i
- TRPC6 activator: i
- MrgX1 allo act: i
- SKKanGAS inh: 35.6
- MrgX1 antagonist: i
- Platelet DG rel: -3.8
